Screening results deposited in PubChem BioAssay by National Center for Advancing Translational Sciences (NCATS).
Abeta rescue = A-beta toxicity reversal in yeast; yeast expressing A-beta42, growth rescue, OD600, 48 h; response scale: 0% DMSO, 100% iron-clioquinol control; Potency, µM (doses to about 46.1 µM), inactives show at the highest dose growth rescue, usual class: activators; 0.063% of 410,000 active; also: potency is read from the fitted curve at half-maximal effect; nearly all actives have a fitted effect of over 55% in size
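Yeast A-beta toxicity model in growth medium with pinned compounds, 48 h at 30 C; growth read as absorbance at 600 nm. Normalized to FeCl3/clioquinol equimolar mix (positive) and DMSO (negative).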
TDP43 rescue = rescues yeast growth from TDP-43 toxicity; TDP-43 expressing yeast growth rescue, BacTiter-Glo, 24 h; Potency, µM (highest dose often 46.1 µM), without a hit: at the highest dose growth rescue (activation), hits mostly activators; 1.8% of 410,000 active; also: potency is read from the fitted curve at half-maximal effect; % of control where 0% means no effect; nearly all actives have a fitted effect of over 50% in size
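Luminescence from BacTiter-Glo reports growth of TDP-43-expressing yeast after 24 hr at 30 deg C with compound. Cells were raffinose-pregrown to mid-log, then seeded in galactose medium at OD600=0.02.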
EPAC2 antag = antagonists of human EPAC2; Potency, µM (top dose mostly 114 µM), inactives show top-dose activity, negative = inhibition, hits mostly inhibitors; AID 720708; 0.18% of 360,000 active; Q8WZA2; EPAC2 GEF exchange of Rap1B-BODIPY-GDP, fluorescence; also: potency is read from the fitted curve at half-maximal effect; % is scaled to controls: 0 for no effect and ±100 for the full control effect; nearly all actives have a fitted effect of over 45% in size; many of its hits are not listed in these tables
Target sequence (Q8WZA2 whole entry, looked up): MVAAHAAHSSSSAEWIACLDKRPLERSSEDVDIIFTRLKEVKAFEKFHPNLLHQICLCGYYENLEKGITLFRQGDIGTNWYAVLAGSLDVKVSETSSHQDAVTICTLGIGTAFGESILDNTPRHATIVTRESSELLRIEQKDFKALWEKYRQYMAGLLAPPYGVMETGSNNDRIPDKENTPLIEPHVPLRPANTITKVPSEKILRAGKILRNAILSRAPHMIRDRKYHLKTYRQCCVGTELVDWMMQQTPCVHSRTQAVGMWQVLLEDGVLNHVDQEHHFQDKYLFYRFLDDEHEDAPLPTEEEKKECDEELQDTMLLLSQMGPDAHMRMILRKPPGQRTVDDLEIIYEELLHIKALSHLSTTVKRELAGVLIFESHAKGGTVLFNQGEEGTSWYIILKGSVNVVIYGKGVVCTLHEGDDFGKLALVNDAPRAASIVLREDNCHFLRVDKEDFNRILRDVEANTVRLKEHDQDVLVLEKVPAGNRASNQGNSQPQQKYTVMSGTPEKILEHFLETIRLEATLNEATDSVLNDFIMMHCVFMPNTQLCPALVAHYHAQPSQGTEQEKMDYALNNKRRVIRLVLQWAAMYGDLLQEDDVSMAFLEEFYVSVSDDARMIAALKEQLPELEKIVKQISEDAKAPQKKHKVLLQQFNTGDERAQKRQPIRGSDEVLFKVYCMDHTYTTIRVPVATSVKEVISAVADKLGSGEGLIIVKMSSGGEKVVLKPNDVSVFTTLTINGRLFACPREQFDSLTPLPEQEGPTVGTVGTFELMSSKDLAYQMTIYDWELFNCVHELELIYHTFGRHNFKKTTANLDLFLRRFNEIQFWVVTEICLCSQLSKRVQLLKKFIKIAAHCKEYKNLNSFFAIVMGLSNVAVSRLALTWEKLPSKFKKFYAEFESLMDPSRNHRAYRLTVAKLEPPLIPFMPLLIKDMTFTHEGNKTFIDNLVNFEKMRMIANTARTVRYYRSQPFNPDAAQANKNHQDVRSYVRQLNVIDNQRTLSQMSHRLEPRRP
FUS yeast rescue = rescues growth of FUS-expressing yeast | S. cerevisiae FUS-expressing, growth rescue, OD600, 24 h | Potency, µM (doses to about 76.6 µM), for the others: at the highest dose growth rescue (activation), actives largely listed as activators | 0.24% of 390,000 active | AID 1347120;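 also: potency is read from the fitted curve at half-maximal effect; plate controls were DMSO vehicle for no effect and reference control for full effect; nearly all actives have a fitted effect of over 55% in size; some results filed as inactive show a strong effect at the top dose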
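Steps: raffinose overnight preculture; dilution to OD 0.005 in 2% galactose minimal medium; compound addition (concentration series); 24hr at 30C, 99% humidity; absorbance read at 600 nm.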
D3 ag = activates the human D3 dopamine receptor. P35462. D3R DiscoveRx beta-arrestin cells, luminescence, 90 min. max activation, %. 0.58% of 410,000 active; in the data active = max activation above about 30%; also: 0% is about no effect; mostly tested at two doses, the higher about 12 µM
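Agonist-mode cell screen: cells plated at 1500/well and incubated overnight at 37 °C, then exposed to library compounds for 90 min at 37 °C. Detection reagent was added for 30–60 min at room temperature, and luminescence was read.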
EPAC2 agonist = activates human EPAC2 exchange factor; Potency, µM (top dose mostly 154 µM), without a hit: at the top dose activation, most hits filed as activators; 0.079% of 360,000 active; AID 720711; EPAC2 activation, biochemical qHTS; response scale: 100% = 6.5 mM cAMP response; also: potency is read from the fitted curve at half-maximal effect; nearly all actives have a fitted effect of over 50% in size
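Compounds were added across a concentration range to EPAC2 (100 nM), RAP1B-BODIPY-GDP (250 nM) and GDP (50 uM). After 5 min at room temperature, fluorescence was recorded at 5-min intervals for 30 min.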
aSyn rescue = rescues yeast growth from alpha-synuclein toxicity; Yeast expressing alpha-synuclein, growth rescue, BacTiter-Glo, 24 h; AID 652106; Potency, µM (series often up to 46.1 µM), inactives show at the top dose growth rescue (activation), usual class: activators; 0.14% of 370,000 active; also: potency is read from the fitted curve at half-maximal effect; % of control where 0% means no effect; nearly all actives have a fitted effect of over 65% in size
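Galactose-induced alpha-syn yeast (OD600=0.02, raffinose-pregrown) + pinned cpd, 24 hr, 30 deg C; growth by BacTiter-Glo luminescence. Growth restoration scores as activation.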
D3 antag = antagonists of human D3 dopamine receptor. D3R cells, DiscoveRx beta-arrestin luminescence, antagonist mode; active compounds read low. 2.5% of 360,000 active. max response, negative = inhibition, %; in the data active = max response below about -50%; inconclusive = no clear call, values can overlap the other calls; also: % is scaled to controls: 0 for no effect and ±100 for the full control effect; mostly tested at two doses, the higher about 12 µM
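Cells plated overnight at 1500 cells/well, then exposed to library compounds with dopamine controls for 90 minutes at 37 degrees C. DiscoveRx reagent added for 30–60 minutes at room temperature; luminescence read, quantitative HTS format.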
* hit, by the source's call; u = inconclusive; x = not tested or not shown; [ ] = dose if it differs, or a comment. Unless noted, calls follow the shape of the dose curve; as a rule, active = well fitted curve in the direction sought with a large enough effect; inconclusive = small, poorly fitted or top-dose-only effect, or another doubt; inactive = no such curve, though single readings can be large; an effect the other way counts as inactive or inconclusive. Only part of the results is shown; count on the stated rates, not on these rows.

SMILES	Abeta rescue	TDP43 rescue	EPAC2 antag	FUS yeast rescue	D3 ag	EPAC2 agonist	aSyn rescue	D3 antag
CN(C)S(=O)(=O)c1cc(NC(=O)C2=COCCO2)ccc1Cl	-3%	11%	-5%	-20%	1	6%	-13%	-5
COc1ccc(N=CC2=C(O)CC(C)(C)CC2=O)cc1OC	-12%	0%	4%	-9%	3	3%	6%	12
COc1ccccc1CN1C[C@@H]2C[C@@H](C3=Cc4cc(Cl)ccc4OC3)N3CCC[C@@]23C1=O	-4%	-17%	-16%	27%	-13	6%	1%	-9
CC1(C)CC(=O)CC(C2(O)C(=O)N(Cc3ccccc3)c3ccccc32)O1 (stereo unspecified)	5%	20%	-1%	-10%	-13	-4%	-3%	u
CC/C(=N\NC(=O)c1ccc(CN(C)S(=O)(=O)c2ccc(C)cc2)cc1)c1ccc(OC(F)F)cc1	-12%	-17%	-12%	x	-2	-2%	-14%	-21
CCN(C[C@H]1N[C@@](CC)(C(=O)OC)[C@H]2C(=O)N(C)C(=O)[C@@H]12)S(=O)(=O)c1ccc(F)cc1	3%	14%	7%	-5%	-19	8%	0%	0
CC1=C(C(=O)N(C)C)CC(CC(=O)NCc2cccc3ccccc23)C(=O)N1Cc1ccccc1 (stereo unspecified)	0%	0%	-6%	43%	2	1%	-38%[inhibitor]	21
CC1(C)Cc2c(cnn2-c2cccc(F)c2)C(NC(=O)Cn2cccn2)C1 (stereo unspecified)	0%	-2%	9%	x	0	9%	-7%	-9
Cc1nc(-c2ccc([N+](=O)[O-])cc2)sc1C(=O)O	-20%	-2%	0%	18%	-3	15%	-4%	-18
COc1ccc(-c2nnc(SCCc3ccccc3)n2N)cc1	1%	-24%	-3%	4%	1	10%	9%	u
COc1ccc(C(=O)c2c[nH]c(C(=O)NCc3cccs3)c2)cc1	0%	-22%	16%	x	3	4%	2%	23
O=C(c1ccc([N+](=O)[O-])s1)N1CCN(c2ccccc2)CC1	5%	u	2%	-25%	3	7%	8%	-2
O=C(/C=C/c1ccccc1Br)c1ccc2c(c1)OCO2	-21%	u	-18%	18%	-17	11%	-2%	-15
Cc1ccc(C)c(S(=O)(=O)N2CCN(C(=O)CSc3ccccc3)CC2)c1	-12%	u	2%	x	6	8%	15%	-3
O=C(CO/N=C/c1ccccc1)N1c2ccccc2Oc2ccccc21	5%	-5%	3%	25%	2	9%	0%	10
Cc1cccc(-n2c(=S)[nH]c3c(oc4ccccc43)c2=O)c1	13%	u	0%	x	5	-7%	1%	-7
CN(C)C(=O)C1CCC(=O)N1Cc1cccs1 (stereo unspecified)	2%	4%	6%	-11%	0	1%	-1%	16
CC(CCc1ccccc1)NC(=O)C(=O)NCc1ccccc1 (stereo unspecified)	12%	9%	-11%	x	-3	-9%	-2%	0
CSc1ncc(CNc2cc([N+](=O)[O-])ccc2C)c(N)n1	-2%	x	6%	-27%	x	14%	x	x
CCOC(=O)N1CCC(NC(=O)c2ccc3snnc3c2)CC1	-15%	-15%	-4%	-10%	-13	0%	-4%	-23

Of the compounds above, these contain a nitro group on carbon.
SMILES	Abeta rescue	TDP43 rescue	EPAC2 antag	FUS yeast rescue	D3 ag	EPAC2 agonist	aSyn rescue	D3 antag
Cc1nc(-c2ccc([N+](=O)[O-])cc2)sc1C(=O)O	-20%	-2%	0%	18%	-3	15%	-4%	-18
O=C(c1ccc([N+](=O)[O-])s1)N1CCN(c2ccccc2)CC1	5%	u	2%	-25%	3	7%	8%	-2
CSc1ncc(CNc2cc([N+](=O)[O-])ccc2C)c(N)n1	-2%	x	6%	-27%	x	14%	x	x

Further results
SMILES	Abeta rescue	TDP43 rescue	EPAC2 antag	FUS yeast rescue	D3 ag	EPAC2 agonist	aSyn rescue	D3 antag
CON(C)C(=O)CCN(Cc1ccccc1)C(=O)OC(C)(C)C	-21%	-1%	9%	2%	-12	-7%	-20%	0
CCc1ccc(NC(=O)C(=O)NCC2CCCO2)cc1 (stereo unspecified)	-11%	1%	4%	-29%	-2	8%	29%	-18
Cc1cccc2cc3c(nc12)SC(=NCC1CCCO1)N(Cc1ccco1)C3 (stereo unspecified)	-36%	17%	-14%	u	-1	-11%	10%	u
O=S(=O)(NC1=NCCC1)c1cccc(NS(=O)(=O)c2ccc(OC(F)(F)F)cc2)c1	-3%	19%	-1%	x	0	-4%	4%	-8
CCCCN(C(=O)c1ccco1)c1nnc(-c2cc(OC)c(OC)c(OC)c2)s1	11%	14%	9%	-5%	8	0%	-7%	19
CCOc1ccc(-c2c(C)n([O-])c3c([n+]2=O)CCCC3)cc1	2%	18%	0%	-10%	1	5%	0%	6
O=C(Nc1nc2nccc(-c3ccccc3)n2n1)c1ccc(F)cc1	-5%	18%	-2%	-12%	-4	6%	-2%	-2
Cc1nc(-c2ccc3c(c2)OCCO3)cs1	-2%	-7%[9.22 µM]	-4%	9%	-1	2%	3%	-1
CCC(C)n1c(SCC(=O)Nc2cc(C(C)(C)C)nn2-c2ccccc2)nc2ccccc2c1=O (stereo unspecified)	7%	23%	12%	u	11	13%	0%	12
COc1cc(OC)cc(C(=O)NNC(=O)Cc2cccs2)c1	0%	9%	-9%	3%	-2	2%	1%	17
CCOC(=O)C1CCCN(S(=O)(=O)c2ccc3[nH]c(=O)oc3c2)C1 (stereo unspecified)	-15%	-1%	x	-15%	-5	x	x	x
CCCOc1ccc(C(C)=O)cc1CSc1nc(O)cc(=O)[nH]1	11%	10%	0%	26%	3	-1%	11%	7
COc1cc(=O)n(C)c2c(OCC3OC(C)(C)OC3(C)C)cccc12 (stereo unspecified)	-12%	24%	3%	9%	5	2%	3%	4
CCN(CC)CCC(O)(c1ccc2c(c1)OCO2)c1cc(OC)c(OC)c(OC)c1 (stereo unspecified)	7%	-14%	6%	4%	3	2%	12%	-13
COC(=O)c1ccc([C@H]2CC(=O)O2)cc1	-2%	13%	4%	-16%	-20	10%	-3%	-11
Cc1cc(OC(C)C(=O)NCC2CCC(C(=O)O)CC2)c2c(C)c(C)c(=O)oc2c1 (stereo unspecified)	-16%	16%	22%	2%	4	-2%	-3%	-3
COc1ccccc1OCCNC(=O)C1CC(=O)N(c2ccccc2OC)C1 (stereo unspecified)	4%	16%	-6%	5%	14	12%	0%	4
O=C(c1cc(-c2ccc(O)cc2)on1)N1CCN(c2ccc(F)cc2)CC1	u	16µM*	-22%	-11%	5	3%	15%	11
CN(C)C/C=C/C(=O)Nc1cccc(-c2c[nH]c3ncnc(Oc4ccc(NC(=O)CC(=O)Nc5ccc(F)cc5)cc4F)c23)c1	8%	11%	3%	21%	-34	6%	3%	17
O=C(c1ccco1)N1CCN(CC2CC3C=CC2C3)CC1 (stereo unspecified)	5%	7%	9%	20%	-4	-1%	-2%	u

Reprinted at random: 2 compounds from above.
SMILES	Abeta rescue	TDP43 rescue	EPAC2 antag	FUS yeast rescue	D3 ag	EPAC2 agonist	aSyn rescue	D3 antag
CCC(C)n1c(SCC(=O)Nc2cc(C(C)(C)C)nn2-c2ccccc2)nc2ccccc2c1=O (stereo unspecified)	7%	23%	12%	u	11	13%	0%	12
O=C(Nc1nc2nccc(-c3ccccc3)n2n1)c1ccc(F)cc1	-5%	18%	-2%	-12%	-4	6%	-2%	-2

Other structures
SMILES	Abeta rescue	TDP43 rescue	EPAC2 antag	FUS yeast rescue	D3 ag	EPAC2 agonist	aSyn rescue	D3 antag
COCCNC(=O)c1ccccc1NC(=O)CCSc1ccccc1	15%	22%	4%	8%	2	17%	-2%	-10
CCCN(CCC)C1=CC(=[N+]2CCCC2)CC(C)(C)C1	-13%	17%	-2%	13%	6	1%	0%	5
CCC(=O)Oc1cccc(C(=O)Nc2ccc(-c3nnc(-c4ccco4)o3)cc2)c1	10%	23%	-2%	x	27	-1%	-1%	2
O=[N+]([O-])c1cc(-c2cnc3ccccc3n2)ccc1Oc1ccc(F)cc1	0%	-4%	-4%	13%	-10	5%	5%	3
O=C(CSCSCC(=O)NCC1CCCO1)NCC1CCCO1 (stereo unspecified)	-3%	-10%	21%	u	-12	7%	3%	-23
CCCCN(C=O)c1c(CC)nc2ccc(C(=O)NCCc3c[nH]c4ccccc34)cn12	-11%	13%	-14%	8%	6	6%	-2%	17
Cc1cc(C(=O)N2CCCCCC2)cs1	16%	-16%	7%	23%	11	1%	-1%	25
COc1ccc(OC)c(NC(=O)CN(Cc2ccc(F)cc2)C2CCCCC2)c1	19%	4%	-19%	4%	14	5%	6%	26
O=C(Nc1ccc(Cl)cc1)Nc1nnc(-c2ccncc2)s1	7%	8%	-9%	x	49*	-2%	-4%	27
Fc1ccccc1-c1csc(=Nc2cccnc2)n1CCCn1ccnc1	4%	-3%	-4%	x	-15	-2%	2%	-18
O=C(Oc1cccc(OC(=O)N2CCCCC2)c1)N1CCCCC1	7%	0%	4%	-2%	2	-2%	-2%	-4
Cc1cnc(C(=O)N2CCN(c3ccc(C(F)(F)F)cn3)CC2)cn1	13%	u	14%	-6%	19	4%	6%	4
O=C(NC(=S)Nc1ccccn1)c1cncc(Br)c1	u	0%	-4%	16%	2	10%	1%	-5

An excerpt from above in order of number of heavy atoms, ascending:
SMILES	Abeta rescue	TDP43 rescue	EPAC2 antag	FUS yeast rescue	D3 ag	EPAC2 agonist	aSyn rescue	D3 antag
O=C(NC(=S)Nc1ccccn1)c1cncc(Br)c1	u	0%	-4%	16%	2	10%	1%	-5
CCCN(CCC)C1=CC(=[N+]2CCCC2)CC(C)(C)C1	-13%	17%	-2%	13%	6	1%	0%	5
O=[N+]([O-])c1cc(-c2cnc3ccccc3n2)ccc1Oc1ccc(F)cc1	0%	-4%	-4%	13%	-10	5%	5%	3
COc1ccc(OC)c(NC(=O)CN(Cc2ccc(F)cc2)C2CCCCC2)c1	19%	4%	-19%	4%	14	5%	6%	26
CCC(=O)Oc1cccc(C(=O)Nc2ccc(-c3nnc(-c4ccco4)o3)cc2)c1	10%	23%	-2%	x	27	-1%	-1%	2
CCCCN(C=O)c1c(CC)nc2ccc(C(=O)NCCc3c[nH]c4ccccc34)cn12	-11%	13%	-14%	8%	6	6%	-2%	17
